Wnt act: Wnt/beta-catenin pathway activation; hit rate 1.2% among 300,000; activation, % at 9.35 µM; Wnt/beta-catenin reporter cell assay, activator, plate reader; in the data active means activation above about 30%, passing the limit was not always enough;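 further: 0% = neutral control wells and 100% = positive control wells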
C-LANA FP: inhibitors of KSHV LANA C-terminal domain DNA binding; MBP-C-LANA/FAM-LBS DNA binding, fluorescence polarization; inhibition, % at 9 µM; hit rate 0.078% among 340,000; AID 504423;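 active means highest replicate inhibition at or above 60% at 9 µM, even if other replicates fall short; inactive means all replicates below 60% inhibition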;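 further: 0% = neutral control wells and 100% = 4 µM acridine orange control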
Arrestin-AP2 inh: inhibitors of human beta-arrestin and AP2 interaction; FITC-arrestin peptide / GST-AP2 beads, flow cytometry; AP2 beta2 appendage carries R879A mutation; inhibition, % at 10 µM; hit rate 0.31% among 340,000; AID 504490;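 active means inhibition above a set limit, near 3 SD of compounds lacking own fluorescence, cut at about 54% in these data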;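 further: plate controls were DMSO wells for no effect and 5 µM unlabelled arrestin peptide for full effect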
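Material – GST-tagged AP2 beta2-adaptin appendage (R879A) on 4 µm glutathione beads · Probe or stimulus – fluorescein-tagged arrestin peptide at 50 nM final · Timing – 12 min plus 1 h, RT · Detection – bead flow cytometry, FITC channel · Read-out basis – inhibition as reduced fluorescein signal on beads, percent · Medium – PBS plus Tween 20 (0.05%) and BSA (0.1%)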
Keap1-Nrf2 PPI: disrupts human Keap1 binding to Nrf2 peptide | Q14145 | Keap1 Kelch-Nrf2 peptide fluorescence polarization, 1536-well | inhibition, % at 9.4 µM | hit rate 0.15% among 340,000 | AID 504523; in the data active means inhibition above about 12%;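 further: human Keap1 Kelch domain with fluorescein labeled Nrf2 9mer peptide probe; 0% = neutral control wells and 100% = peptide positive control; higher means more block of Keap1 binding to Nrf2 peptide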
RTF Ca sens inh: cardiac RTF calcium desensitization | P19429+P45379 | IANBD-labeled cardiac RTF, Ca2+ fluorescence | inhibition, % at 7.15 µM | hit rate 0.12% among 340,000;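 active means inhibition above the mean inhibition of all tested compounds plus 3 SD, cut at about 17% in these data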;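 further: assay run at fixed EC70 calcium of 1.6 mM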
DSG3 Ab inh: blocks pemphigus antibody binding to human desmoglein-3; P32926; DSG3-coupled beads, scFv-anti-DSG3-GFP binding, flow cytometry; hits give low values; binding (percent of control), % at 10 µM; hit rate 0.48% among 310,000;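 active means binding more than 3 SD below its plate's average and above zero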;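 further: hits lower antibody fragment binding to DSG3; some compounds called inactive have numbers as strong as hits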
OPRM1-OPRD1 ag: OPRM1-OPRD1 heterodimerization agonism; hit rate 0.3% among 340,000; cells, luminescence; P35372+P41143; activation, % at 9.3 µM; AID 504326; in the data active means activation above about 18%;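 further: 0% = vehicle-treated cells and 100% = reference agonist; values of inactives mirror those of a sister screen read the other way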
Target sequence (P35372 whole entry, looked up): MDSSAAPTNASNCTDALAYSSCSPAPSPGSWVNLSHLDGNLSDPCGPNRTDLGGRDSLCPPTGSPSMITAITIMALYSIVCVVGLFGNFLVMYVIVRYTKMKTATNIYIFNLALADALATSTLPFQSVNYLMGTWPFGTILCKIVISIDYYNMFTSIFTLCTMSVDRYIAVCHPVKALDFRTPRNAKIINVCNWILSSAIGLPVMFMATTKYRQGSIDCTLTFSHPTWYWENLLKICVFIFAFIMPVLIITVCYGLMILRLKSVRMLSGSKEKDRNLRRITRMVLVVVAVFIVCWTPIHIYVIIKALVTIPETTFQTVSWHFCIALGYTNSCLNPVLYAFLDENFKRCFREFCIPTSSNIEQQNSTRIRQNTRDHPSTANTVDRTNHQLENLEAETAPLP
Target sequence (P41143 whole entry, looked up): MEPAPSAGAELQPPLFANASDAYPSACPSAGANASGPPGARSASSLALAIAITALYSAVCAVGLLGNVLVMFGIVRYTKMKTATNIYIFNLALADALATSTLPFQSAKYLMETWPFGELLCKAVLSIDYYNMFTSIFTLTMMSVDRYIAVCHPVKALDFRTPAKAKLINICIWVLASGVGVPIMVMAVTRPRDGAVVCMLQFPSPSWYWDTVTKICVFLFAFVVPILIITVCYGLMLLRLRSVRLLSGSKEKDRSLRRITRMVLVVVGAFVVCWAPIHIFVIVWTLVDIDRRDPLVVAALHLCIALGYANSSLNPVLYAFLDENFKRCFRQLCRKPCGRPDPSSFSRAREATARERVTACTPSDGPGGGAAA
OPRM1-OPRD1 inv: mu-delta opioid heterodimer inverse agonism | cell-based MOR-DOR heterodimer luminescence | inhibition, % at 9.3 µM | AID 504357 | hit rate 0.21% among 340,000; in the data active means inhibition above about 22%, passing the limit was not always enough;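 further: 0% = cells with DMSO and 100% = wells without cells with DMSO; values of inactives mirror those of a sister screen read the other way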
V-ATPase pH: yeast V-ATPase proton transport regulation by pHLuorin; AID 504577; S. cerevisiae, pHLuorin cytosolic pH fluorescence; response, % at 10 µM; hit rate 0.37% among 350,000; in the data active means response mostly above about 7.3%, no sharp cut-off; inactive means mostly below about 5.4%; further: actives read high; inactives centre near 0; some compounds called inactive have numbers as strong as hits; reference of the scale not given here
cardiac RTF act: cardiac RTF calcium sensitization | P19429+P45379 | IANBD-labeled TnC RTF fluorescence at EC20 calcium; 0% EC20 calcium, 100% full calcium | activation, % at 7.2 µM | hit rate 0.24% among 340,000 | AID 493008;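 active means activation above the mean over all tested compounds plus 3 SD, cut at about 30% in these data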;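 further: rise in fluorescence read as greater calcium sensitivity of cardiac thin filaments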
An asterisk follows results filed as active; · = no result given.

item	SMILES	Wnt act	C-LANA FP	Arrestin-AP2 inh	Keap1-Nrf2 PPI	RTF Ca sens inh	DSG3 Ab inh	OPRM1-OPRD1 ag	OPRM1-OPRD1 inv	V-ATPase pH	cardiac RTF act
1	COc1ccc(SC[C@H](Cc2ccccc2)N2CCN(C)CCC2=O)cc1	0	2.4	17	-1	-15	102	8.6	-40	-2	1
2	CSCCC(=O)N1CCCC(N(C)CCc2ccccc2)C1 (centres undefined)	1	-4.4	39	3	-1	108	0.5	-3	-1	-7
3	Cc1ccc(OCCC(=O)Nc2ccc(C)c(S(=O)(=O)N3CCOCC3)c2)cc1	-2	-1.4	-9	-6	-9	·	-2.2	9	-3	-1
4	N#C/C(=C\c1c(N2CCN(Cc3ccccc3)CC2)nc2ccccn2c1=O)S(=O)(=O)c1ccccc1	-5	-1.3	30	-10	-16	108	-1.1	6	7	13
5	O=C1CC(c2ccccc2)CC(O)=C1C=Nc1ccccc1Cl (centres undefined)	-2	0.1	-3	0	-2	116	-3.3	17	-1	10
6	COc1ccc(S(=O)(=O)N2CCc3ccccc32)cc1C(=O)Nc1ccc(NC(C)=O)cc1	-2	-1.5	-10	-1	-7	99	-0.3	1	-1	-6
7	COc1ccc(CNS(=O)(=O)c2ccc3c(c2)NC(=O)C(C)S3)cc1 (centres undefined)	0	-2.2	-14	-5	-1	128	-1.9	9	3	-6
8	CC(=O)NC(CCS(C)(=O)=O)C(=O)Nc1ccc(F)cc1Cl (centres undefined)	·	-1.0	10	-4	-1	97	-1.9	10	-3	2
9	Cc1cccc(-c2noc(CNC(=O)c3ccco3)n2)c1	-1	-1.0	0	-2	8	110	-0.6	4	0	3
10	Nc1ccc(Oc2ccc3c(c2)OCO3)cc1	2	0.3	-15	-1	-2	125	-1.2	6	-5	-6
11	CCCCN(CC)C(=S)Nc1ccc2nc(N3CCN(C)CC3)cc(C)c2c1	10	-0.3	6	-2	9	103	-1.5	8	-2	-3
12	COc1cccc(N(CC(=O)N2CCCC2)S(C)(=O)=O)c1	0	-1.4	8	-3	1	114	-2.1	10	-1	10
13	CCCn1c2c(c(O)c(C(=O)Nc3nccs3)c1=O)CCCC2	4	1.1	-1	1	2	100	-1.8	9	3	2
14	c1ccc2ncc(-n3cnnn3)cc2c1	0	-2.2	4	-4	-6	102	0.8	-4	1	5
15	O=C(NCCc1ccc(F)cc1)c1cc2ccccc2oc1=O	3	-1.5	0	-2	0	110	1.8	-7	0	2
16	Brc1c(C[n+]2ccccc2)nc2ccccn12	4	0.3	9	-4	·	94	·	·	3	·
17	O=C(CN1CCOC1=O)N1CCCC(Nc2ccc(F)c(F)c2)C1 (centres undefined)	2	1.7	-11	5	4	92	-0.5	2	3	-5
18	COc1ccc(NC2CCCN(C(=O)CCc3cn[nH]c3)C2)cc1 (centres undefined)	0	1.6	-4	2	2	101	-6.0	20	0	-3
19	COc1ccc(-c2nnc(OCc3nc4ccccc4n3C)c3ccccc23)cc1	0	0.2	1	-3	-17	98	-1.1	6	2	-5
20	Cc1cc(Nc2ccc(F)c(Cl)c2)n2nc(C)nc2n1	-2	-1.1	4	-6	0	110	-2.2	11	3	-1
21	COC(=O)c1ccc(NC(=O)c2ccc3nc(C)sc3c2)cc1	2	-1.7	4	-2	-2	95	-2.0	10	1	1
22	CCCc1cc(-c2nc(N)ncc2-c2ccc3c(c2)OCCCO3)c(O)cc1OC	·	-1.2	9	-3	-4	102	2.3	-14	-3	7
23	Cc1cc(C)n2nc(C(=O)Nc3cccnc3)nc2n1	·	-0.5	-6	-1	-5	·	-4.1	17	7	-5
24	C=CCn1c(SCC(=O)NCCOC)nc2scc(-c3ccco3)c2c1=O	·	4.6	-1	-5	-26	98	-4.7	27	3	3
25	CCOC(=O)c1cc(-c2ccc(OC)cc2)nc2c1c(C)nn2CCC#N	·	0.0	1	-1	-7	91	-0.1	0	-1	2
26	CC(C)(C)C1CCC(OC(=O)CN2CCOCC2)CC1 (centres undefined)	·	1.4	-5	-1	-1	101	-0.8	5	-3	-4
27	O=C(Nc1cc(C(F)(F)F)cc(C(F)(F)F)c1)c1ccc(Cn2cc(C(F)(F)F)ccc2=O)cc1	·	-2.6	9	-1	-3	102	8.3	-41	0	3
28	CCOc1ccc(CN(C)CC(=O)Nc2ccc(N3CCOCC3)cc2)cc1OC	-2	-0.3	-9	-3	-6	75	-1.6	8	5	3
29	COc1ccc(OCc2nnc(SCC(=O)N3CCCc4ccccc43)n2-c2ccc(C)cc2)cc1	-9	0.2	-12	1	-6	100	-1.9	10	-14	-1
30	COc1ccc(S(=O)(=O)NCc2cccnc2)c2ccccc12	-3	-1.2	-8	-2	8	93	-1.6	10	-2	-5

Quoted from the results shown (four entries):
item	SMILES	Wnt act	C-LANA FP	Arrestin-AP2 inh	Keap1-Nrf2 PPI	RTF Ca sens inh	DSG3 Ab inh	OPRM1-OPRD1 ag	OPRM1-OPRD1 inv	V-ATPase pH	cardiac RTF act
27	O=C(Nc1cc(C(F)(F)F)cc(C(F)(F)F)c1)c1ccc(Cn2cc(C(F)(F)F)ccc2=O)cc1	·	-2.6	9	-1	-3	102	8.3	-41	0	3
28	CCOc1ccc(CN(C)CC(=O)Nc2ccc(N3CCOCC3)cc2)cc1OC	-2	-0.3	-9	-3	-6	75	-1.6	8	5	3
29	COc1ccc(OCc2nnc(SCC(=O)N3CCCc4ccccc43)n2-c2ccc(C)cc2)cc1	-9	0.2	-12	1	-6	100	-1.9	10	-14	-1
30	COc1ccc(S(=O)(=O)NCc2cccnc2)c2ccccc12	-3	-1.2	-8	-2	8	93	-1.6	10	-2	-5

Further entries follow:
item	SMILES	Wnt act	C-LANA FP	Arrestin-AP2 inh	Keap1-Nrf2 PPI	RTF Ca sens inh	DSG3 Ab inh	OPRM1-OPRD1 ag	OPRM1-OPRD1 inv	V-ATPase pH	cardiac RTF act
31	CCCCCOC(=O)NC1CCS(=O)(=O)C1 (centres undefined)	-3	-2.9	-5	-2	3	91	0.2	-1	3	4
32	Cc1nc2cc(NC(=O)N3c4ccccc4CC3C)ccc2o1 (centres undefined)	16	0.2	26	-2	-1	·	-4.1	19	0	-2
33	O=C(NCCN1CCOCC1)c1ccc(Cl)c([N+](=O)[O-])c1	1	1.2	-1	-4	7	120	-2.0	10	1	-5
34	CC(=O)c1cc(-c2ccccc2)n(CC(=O)NC2CCCCC2)c1C	·	0.2	14	4	-10	102	-3.5	18	2	-3
35	CCOC(=O)N1CCN(C(=O)CSc2nnc(-c3ccc(C(C)(C)C)cc3)o2)CC1	-1	2.6	2	-2	-6	109	-2.2	11	-3	0
36	CNS(=O)(=O)c1cc(Nc2ncnc3sccc23)ccc1C	-1	-1.5	1	0	-3	102	-1.4	7	-3	1
37	Cc1ccc(OCCSc2nnc(-c3cccs3)n2C)cc1	·	-1.7	-2	-2	-4	99	-1.5	7	2	10
38	O=C(Nc1ccccn1)c1ccco1	2	0.1	4	-7	2	101	-0.5	3	-4	-5
39	CC(CN1CCCC1)OC(=O)C(c1ccccc1)c1ccccc1 (centres undefined)	-1	-0.4	1	-2	-9	98	-1.4	7	-8	-1
40	C/C(CCCO)=N/Nc1ccc([N+](=O)[O-])cc1[N+](=O)[O-]	-1	-1.1	23	-1	-11	100	3.5	-18	3	-1

Whole records from above. Order of values: Wnt act	C-LANA FP	Arrestin-AP2 inh	Keap1-Nrf2 PPI	RTF Ca sens inh	DSG3 Ab inh	OPRM1-OPRD1 ag	OPRM1-OPRD1 inv	V-ATPase pH	cardiac RTF act
Profile of CCOC(=O)N1CCN(C(=O)CSc2nnc(-c3ccc(C(C)(C)C)cc3)o2)CC1 : -1	2.6	2	-2	-6	109	-2.2	11	-3	0
Profile of O=C(Nc1ccccn1)c1ccco1 : 2	0.1	4	-7	2	101	-0.5	3	-4	-5

Following part
item	SMILES	Wnt act	C-LANA FP	Arrestin-AP2 inh	Keap1-Nrf2 PPI	RTF Ca sens inh	DSG3 Ab inh	OPRM1-OPRD1 ag	OPRM1-OPRD1 inv	V-ATPase pH	cardiac RTF act
41	COc1ccc(O)cc1	-1	1.0	-2	-2	-6	100	-2.4	12	-1	7
42	Cc1ccc(C)c(S(=O)(=O)Nc2ccc(C(=O)NCCCN3CCCC3=O)cc2)c1	-1	0.5	-3	-6	3	99	-3.3	17	3	-3
43	Cc1ccc(C)c(OCC(O)CN2CCC(Cc3ccccc3)CC2)c1 (centres undefined)	-4	1.9	-14	-2	-2	·	10	-54	-1	-2
44	CC(CCc1ccccc1)NC(=O)CCC1CCCC1 (centres undefined)	1	·	-3	·	·	107	·	·	2	·
45	COc1cc2[nH]c(=O)c(C(=O)NCc3ccc(F)cc3)c(O)c2cc1OC	-2	1.4	7	-3	10	100	-3.2	16	-1	6
46	Cc1ccc(NC2=Nc3ccccc3CC2)cc1	·	-0.6	3	-4	3	105	8.0	-46	2	7
47	COc1ccc(NC(=O)CN2C(=O)NC(C)(c3ccccc3)C2=O)cc1Cl (centres undefined)	0	-1.0	-19	-8	-1	104	-1.1	6	-2	2
48	O=C1/C(=C/c2cccs2)CCC/C1=C\c1cccs1	36*	0.4	3	-2	-22	·	-0.5	3	0	2
49	CCCCCCOc1ccc(N2C(=O)CC(NCc3ccc(S(N)(=O)=O)cc3)C2=O)cc1 (centres undefined)	1	-1.7	-6	-1	1	108	-0.7	4	2	0

Screening results: PubChem, several laboratories
